# Screens deposited in PubChem BioAssay by several laboratories.
# bCat nuc transl = beta-catenin nuclear translocation modulation. HeLa beta-catenin nuclear translocation, immunofluorescence imaging. nuclear translocation activity, % at 5 µM. hit rate 0.3% among 190,000;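 active = nuclear translocation activity above 50% at 5 µM, with a well cell count of 50 or more; inconclusive = wells under 50 cells across six images, flagged as toxic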;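 note: per-cell ratio of nuclear to cytoplasmic median beta-catenin stain intensity; plate controls were DMSO negative control for no effect and GSK-3 inhibitor IX positive control for full effect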
#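 System: Human HeLa cells, endogenous beta-catenin | Compound dosing: 5 µM primary, 0.02–20 µM confirmation | Timing: 24 h compound exposure at 37°C, 5% CO2 | Measured by: Fluorescence imaging of beta-catenin antibody stain plus DAPI | Read-out basis: % activation of per-cell nuclear versus cytoplasmic median beta-catenin signal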
# Autophagy HCS = modulators of autophagy; MEF GFP-LC3 puncta imaging; test concentration mostly 10 µM; calls only at 10 µM (by protocol); hit rate 0.98% among 190,000;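 active = percentage of spot-positive cells more than 3 SD above its plate mean, without a fluorescence outlier flag or 80% toxicity; inconclusive = no clear call, values can overlap the other calls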;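 note: spot-positive cell cutoff set from DMSO-treated cells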
# Yfh1-depleted yeast = enhancers of respiration in Yfh1-depleted yeast, dose response, Friedreich's ataxia, plus single-dose screen (AID 1465). S. cerevisiae Yfh1-off respiration, WST-1 reduction, 72 h; higher fold induction means a stronger effect. fold induction at 50 µM; hits with a dose series show EC50 in µM. hit rate 0.074% among 220,000;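 active = fold induction of absorbance versus untreated yeast above a set limit, then at least 30% activation at any dose in follow-up; inconclusive = repeats straddling the limit, or above it without dose testing; inactive = fold induction below the set limit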;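 note: activators that raise dye reduction in frataxin-depleted yeast; strong numbers were not always called active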
# M1AAP inhibition = malaria alanyl aminopeptidase activity blockers – biochemical, fluorogenic H-Leu-NHMec substrate, 1536-well (AID 1445); recombinant M1AAP, H-Leu-NHMec fluorogenic kinetic assay; higher % means a stronger effect; inhibition, % at 30 µM; hits with a dose series show IC50 in µM; hit rate 0.42% among 220,000;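 active = primary inhibition above the hit cutoff, then over 50% inhibition at one or more dose response concentrations, cut at about 23% in these data, passing the limit was not always enough; inconclusive = conflicting primary data, or primary hits not chosen for dose response; inactive = low primary inhibition, or under 50% at every dose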;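 note: plate controls were DMSO full reaction for no effect and no enzyme background for full effect; strong numbers were not always called active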
# Dynein transport = blocks dynein driven cargo transport along microtubules | AID 1381 | z-score, hits read low | hit rate 0.47% among 220,000 | 3617.4 mouse cells, GR-EGFP nuclear translocation imaging; test concentration mostly 20 µM; stimulated with dexamethasone, 1 µM; active compounds read low;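 active = plate z-score of nuclear minus cytoplasmic receptor signal below a set negative limit, without overly bright fluorescence or cell loss, cut at about -3.5 in these data, passing the limit was not always enough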;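 note: z-score of nuclear minus cytoplasmic ring GR-EGFP intensity difference per well; some compounds called inactive have numbers as strong as hits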
#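 medium = tetracycline-free induction medium containing charcoal-stripped FBS | also added = 1.0 µM final dexamethasone stimulus | schedule = 48 h induction, 1 h compound, 30 min dex at 37 °C | technique = fixed, Hoechst-stained cells imaged at 10x for EGFP | measure = GR-EGFP nuclear translocation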
# P. falciparum M17LAP = P. falciparum M17LAP inhibitors, primary screen, biochemical, fluorogenic H-Leu-NHMec substrate, 1536-well (AID 1619); inhibition, % at 30 µM; hits with a dose series show IC50 in µM; recombinant M17LAP, H-Leu-NHMec fluorogenic kinetic assay; higher % means a stronger effect; hit rate 0.38% among 220,000;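 active = compound inhibiting the enzyme by more than half at any dose during confirmatory dose-response retesting; inconclusive = strong single-dose inhibitors picked by rank but not retested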;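 note: plate controls were full reaction with DMSO carrier for no effect and no enzyme background for full effect; strong numbers were not always called active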
# T cell modulator = modulates CD8 T cell binding to vesicles; 2C CD8+ T cell-vesicle binding, flow cytometry; active compounds read low; calls only at 7 µM; hit rate 0.068% among 330,000;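 active = response, share of CD8 T cells binding vesicles, and their 90th percentile fluorescence all below set limits, cut at about 80% in these data, passing the limit was not always enough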
#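 incubation = binding step 1.5 h, 37 °C, antibody labelling 20 min, ice | test system = 2C mouse CD8+ T cells | read-out basis = percent CD8+ FL2 mean versus row control | controls = Peptide-free naked vesicles (low) and QL9 vesicles with 0.7% DMSO vehicle (high) | detection = flow cytometry of vesicle-bound cells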
# MT stabilizer = microtubule stabilization, imaging screen. % tubulin-high responders, % at 10 µM. hit rate 0.83% among 200,000. HeLa tubulin immunostaining HCS, 24 h; share of cells brighter than vehicle mean+2SD. AID 2205;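 active = plate Z-score above 3 for both tubulin-high and condensed-nucleus cell shares, with cell loss under 80%, at 10 µM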;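 note: anti alpha tubulin signal scored within the nucleus-defined area of each cell; some results filed as inactive read as strong as hits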
# WT yeast gro inh = growth inhibition of WT yeast, mitochondrial fusion screen; hit rate 2.1% among 190,000; inhibition, % at 10 µM; mitochondrial fusion phenotypic screen, WT strain; in the data active = inhibition above about 58%; tested in S. cerevisiae
# WT yeast gro inh mutant strain = recorded beside WT yeast gro inh, whose call it bears; inhibition, %; mitochondrial fusion phenotypic screen, mutant strain inhibition
# Dynein transport cytoplasmic EGFP = also measured in Dynein transport; calls as there; z-score; measured here: cytoplasmic GR-EGFP intensity; active compounds read high
# Dynein transport nuclear GR-EGFP = further read-out of Dynein transport, marked with its call; z-score; measured here: nuclear GR-EGFP intensity;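 lower value marks the stronger effect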
# Dynein transport cell count = also measured in Dynein transport; calls as there; z-score; measured here: cell count per field
# bCat nuc transl cell count 5 µM = second read-out of bCat nuc transl, no call of its own (marks repeat the call); cell count; measured here: cell count, cytotoxicity flag
# T cell modulator vesicle-bound % = recorded beside T cell modulator, whose call it bears; double positive events, %; measured here: CD8+ vesicle-bound cell fraction;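 binding gate set so that unloaded-vesicle control wells show 10% double positive cells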
# MT stabilizer Hoechst-high % = further read-out of MT stabilizer, marked with its call; % Hoechst-high responders; measured here: nuclear condensation Hoechst responders;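 share of cells brighter than vehicle mean plus two SD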
# MT stabilizer cytotoxicity % = second read-out of MT stabilizer, no call of its own (marks repeat the call); toxicity, %; measured here: cytotoxicity by cell density;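 0% = mean cell density of plate MIN control wells and 100% = no cells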
# Autophagy HCS cell loss 18 h = recorded beside Autophagy HCS, whose call it bears; toxicity, %; measured here: cell loss, nuclei count;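 cell loss after 18 h compound exposure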
# * = called active by the depositor; i = inactive; ? = inconclusive; / = not tested or not shown; + = active, no number.
SMILES,bCat nuc transl,bCat nuc transl cell count 5 µM,Autophagy HCS,Autophagy HCS cell loss 18 h,Yfh1-depleted yeast,M1AAP inhibition,Dynein transport,Dynein transport cytoplasmic EGFP,Dynein transport nuclear GR-EGFP,Dynein transport cell count,P. falciparum M17LAP,T cell modulator,T cell modulator vesicle-bound %,MT stabilizer,MT stabilizer Hoechst-high %,MT stabilizer cytotoxicity %,WT yeast gro inh,WT yeast gro inh mutant strain
Cc1ccc(CNC(=O)COC(=O)c2cc3c(s2)CCC(C)C3)cc1 (stereo unspecified),-1.2,1093,i,-9,i,4%,2.5,-0.057,1.3,-1.1,0%,i,27,3.0,3.4,3.4,4,-9
O=c1c2oc3ccccc3c2ncn1Cc1cccc(Cl)c1,-0.2,1058,i,2,i,3%,-0.03,1.4,0.26,-0.64,-1%,i,46,4.3,1.3,3.5,2,1
CC12CCC(C(=O)Nc3ccccc3)(C/C1=N\O)C2(C)C (stereo unspecified),-3.4,1061,i,-6,i,-2%,-0.86,-0.23,-0.42,0.97,10%,i,13,1.5,1.7,0.8,8,16
CN(C)S(=O)(=O)c1ccc(Cl)c(NC(=O)COC(=O)CCC(=O)c2cccs2)c1,2.2,1062,/,/,i,-5%,1.2,-0.21,0.52,-0.76,-5%,i,22,/,/,/,/,/
COCC(C)n1c(C)cc(C(=O)COC(=O)c2oc3ccccc3c2C)c1C (stereo unspecified),-7.0,997,i,1,i,0%,-0.47,-0.22,-0.19,1.2,10%,i,66,2.1,1.7,10,36,8
COC(=O)c1sc(SC)c(S(=O)(=O)C(C)C)c1N/N=C(\C#N)S(=O)(=O)c1ccccn1,-2.6,1239,/,/,i,1%,0.62,-0.24,0.19,-0.54,8%,i,46,/,/,/,/,/
CC(C(=O)c1ccc(Br)cc1)[n+]1cccc(NC(=O)c2ccccc2)c1 (stereo unspecified),0.9,942,i,-3,i,6%,0.25,-0.22,0.26,0.071,7%,i,47,2.2,1.1,9.8,3,-1
CC(=O)Nc1ccc(S(=O)(=O)N2CCC(NC(=O)c3ccco3)CC2)cc1,-1.9,1094,i,-7,i,3%,-0.56,-0.29,-0.22,0.31,-4%,i,22,4.2,3.1,5.7,-1,17
CCOc1ccccc1N(CC(=O)NCC1CCCO1)C(=O)CNS(=O)(=O)c1ccccc1 (stereo unspecified),1.4,1083,i,-3,i,14%,-0.64,-0.36,0.036,-0.054,-1%,i,30,3.1,2.3,1.6,-7,4
CC1=C(C#N)C2C(/C1=N/O)C2(C)C (stereo unspecified),1.7,1195,i,12,i,3%,0.061,-0.017,0.012,-0.44,-1%,i,39,3.4,1.9,9.5,4,-1
CC(C)CN1C(=O)CC(Sc2ccccc2C(=O)O)C1=O (stereo unspecified),-9.2,1180,i,4,i,0%,1.2,-0.23,0.73,-1.1,6%,i,27,1.7,1.9,9.0,-14,-23
COc1ccc(CN(C)C2c3ccccc3-c3ccccc32)cc1,-0.3,1120,i,15,i,0%,0.59,-0.24,0.62,-1,-1%,i,46,8.6,3.5,7.0,69*,7.1*
COc1ccc(C/C(C)=N/NC(=S)Nc2ccccc2F)cc1,0.4,1561,i,-16,i,3%,-0.39,-0.29,-0.21,0.76,10%,i,13,4.1,1.5,7.2,-8,-9
COc1ccc(Cc2nnc(N/N=C/c3ccc(N(C)C)cc3)[nH]c2=O)cc1OC,0.8,1339,/,/,i,0%,-0.19,-0.28,-0.5,0.8,-5%,i,30,/,/,/,/,/
O=S(=O)(c1ccc(-c2ccon2)s1)N1CCN(CCN2CCOCC2)CC1,-0.7,1328,/,/,i,2%,-0.63,-0.2,0.0018,1,5%,i,33,/,/,/,/,/
Cc1cc(C)c(C)c(OCC(=O)N2CCOCC2)c1,-8.1,1187,i,32,i,1%,0.99,0.23,1.1,-1.4,11%,i,28,2.0,1.1,4.9,-14,2
Cc1ccc(N2C(=O)N(CC(=O)Nc3ccc(C)cc3C)C(=O)C2C)cc1 (stereo unspecified),-2.5,1136,i,-2,i,4%,-0.45,-0.34,0.12,0.79,4%,i,30,2.8,3.6,13,-4,16
CCOCC(=O)Nc1ccc(-c2cn3cccnc3n2)cc1,1.7,1338,i,-4,i,6%,-0.02,-0.36,-0.1,0.25,i,i,12,5.4,3.3,6.8,-14,-18
COc1cccc(NC(=O)CSC2=C(C#N)C(c3ccco3)C3=C(CCCC3=O)N2)c1 (stereo unspecified),-2.1,1178,+,42*,i,8%,0.97,0.3,1.4,-1.3,5%,i,31,15,46,34,0,4
CCN(CC)S(=O)(=O)c1ccc(C(=O)Nc2nnc(CSC)o2)cc1,-0.6,1104,i,-9,i,2%,0.68,-0.21,0.54,0.19,0%,i,66,3.9,1.6,7.1,2,1
CCN(C(=O)CN1CCN(c2ccc(O)cc2)CC1)c1c(N)n(Cc2ccccc2)c(=O)[nH]c1=O,-2.1,909,i,4,i,6%,1.9,-0.12,1.1,-1.7,-11%,i,34,1.8,1.2,7.0,-8,-34
N=C(N)SCc1ccc(O)c([N+](=O)[O-])c1,0.4,1288,/,/,i,4%,-1.9,-0.26,-0.92,2.6,2%,i,38,/,/,/,/,/
COc1ccc2nc(Cl)c(/C=N/Nc3ccccn3)cc2c1,1.7,1137,i,-2,i,-2%,-1.2,-0.3,-0.59,1.4,-5%,i,35,2.1,2.0,6.2,-3,6
CC[C@H](C)NC(=O)c1ccc(Cn2c(=S)[nH]c3c([nH]c4ccc(OC)cc43)c2=O)cc1,-0.3,1042,i,7,i,4%,-0.27,-0.25,0.25,0.026,11%,i,48,4.2,4.2,3.9,-16,0
CN(C(=O)c1ccc(=O)n(Cc2ccc(Cl)cc2)c1)c1ccccc1,-1.8,1018,i,26,i,3%,-0.87,0.36,-0.22,0.28,3%,i,58,3.0,2.5,6.1,8,19
N/C(=N\OC(=O)COc1ccc(Cl)cc1Cl)c1ccncc1,-1.3,1015,i,-6,i,2%,2.1,-0.05,1.6,-1.8,3%,/,/,2.3,1.7,4.9,36,40
CCCOc1ccc(/C(O)=C2/C(=O)C(=O)N(CCCN3CCOCC3)C2c2ccncc2)cc1 (stereo unspecified),-1.6,1028,i,13,i,7%,-1.7,-0.19,-0.79,1.1,8%,/,/,3.6,1.5,6.1,-4,3
CCOC(=O)CSc1n[nH]c(NC(=O)CC)n1,-0.5,1053,i,20,i,8%,0.47,-0.2,0.25,-0.45,7%,i,61,4.7,1.2,4.5,-13,-12
CC1(C)CN2C(=O)c3ccccc3C2(C)S1 (stereo unspecified),-2.0,1093,i,2,i,0%,0.4,-0.35,0.36,0.42,10%,i,3,3.4,1.0,8.3,3,34
CC1(C)CC(=NNC(=O)c2n[nH]c3c2CCC3)CC(C)(C)N1,0.4,1513,i,12,i,-5%,-0.8,-0.26,-0.28,0.71,2%,i,51,3.7,2.9,6.7,-10,-2
CN(C)CC1CCCCC1OC(=O)/C=C/c1ccc(Cl)cc1Cl (stereo unspecified),-1.2,1119,i,2,i,3%,0.53,0.6,0.63,-2.7,19%,i,14,6.4,1.3,3.8,25,17
CCn1cc(/C=C(\NC(=O)c2ccc(OC)c(OC)c2)C(=O)NCCCO)c2ccccc21,0.3,1120,i,13,i,?,1.3,-0.21,0.7,-1,17%,i,24,1.7,1.7,11,6,6
CC(C)(C)NC(=S)NC(=O)C12CC3CCC(CC(C3)C1)C2,-1.6,1091,i,1,i,18%,-0.016,-0.21,-0.23,-0.11,6%,i,44,3.6,2.2,3.4,70*,37*
CCN(CC)c1ccc(NC(=O)c2cc3ccccc3o2)c(C)c1,/,/,i,8,i,-1%,-0.12,-0.24,-0.027,0.19,7%,i,34,2.1,2.4,27,2,5
O=C(CC1SC(=O)N(Cc2ccccc2Cl)C1=O)Nc1nccs1 (stereo unspecified),-0.3,1337,/,/,i,-6%,-0.93,0.091,-0.0026,-0.59,9%,i,25,/,/,/,/,/
CCOC(=O)c1oc2ccc(CNC3CCCCC3)c(Cl)c2c1C,-2.3,1197,i,-11,i,-2%,0.48,-0.23,0.25,-0.29,-2%,i,36,2.5,1.5,5.9,10,3
Cc1cc(=O)[nH]c(-n2[nH]c3c(c2=O)CCCC3)n1,-0.6,1385,i,-8,i,4%,0.063,-0.21,-0.17,0.15,7%,i,38,1.3,1.4,8.2,49,-8
